NOD1 inhibition – inhibition of NOD1-driven NF-kB reporter – cell-based, luminescence, uHTS, primary screen (AID 1578) | 290,000 compounds, 1% hits | NOD1-driven NF-kB luciferase reporter cells, luminescence; higher % means a stronger effect | inhibition, % at 4 µM; hits with a dose series show EC50 in µM; in the data active = inhibition mostly above about 36%, no sharp cut-off; inactive = mostly below about 34%;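 also: HEK-293T reporter cells stimulated with the NOD1 agonist gamma-tri-DAP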
HIV fusion peptide – inhibitors of HIV fusion peptide binding, primary screen, biochemical, uHTS, fluorescence dequenching (AID 1986); cell-free peptide binding, fluorescence dequenching, 30 min; higher % means a stronger effect; inhibition, % at 20 µM; hits with a dose series show IC50 in µM; 290,000 compounds, 0.3% hits; in the data active = inhibition mostly above about 52%, no sharp cut-off; inactive = mostly below about 76%; also: some results filed as inactive read as strong as hits
West Nile virus CPE – West Nile virus antiviral activity, cell-based, CPE readout (AID 1621); West Nile virus-infected cells, CPE inhibition; higher % means a stronger effect; one-dose CPE inhibition, % at 10 µM; IC50 in µM for titrated hits; 290,000 compounds, 0.02% hits; in the data active = a potency from the dose series; inconclusive = CPE inhibition mostly from about 3.7% at the one dose, without a potency; inactive = the rest, 99 in 100 with CPE inhibition below about 2.2%; also: strong numbers were not always called active
GPR35 antagonists – inhibition of zaprinast-stimulated GPR35 beta-arrestin translocation – imaging, U2OS, beta-arrestin-GFP, zaprinast agonist, primary screen (AID 2058) | U2OS GPR35 beta-arrestin-GFP translocation imaging, zaprinast antagonism; higher % means a stronger effect | inhibition, % at 10 µM, or IC50 in µM where a hit was titrated | 290,000 compounds, 0.052% hits;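 active = inhibition of at least 50% with at least 30 cells and total cytoplasm GFP at most 10,000,000; inconclusive = under 30 cells or total GFP of 10,000,000 plus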
KOR beta-arrestin-1 – kappa opioid receptor blockers – cell-based, luminescence, uHTS (AID 1778) | 290,000 compounds, 0.091% hits | one-dose inhibition, % at 10 µM; IC50 in µM for titrated hits | KOR beta-arrestin recruitment, luminescence, antagonist mode; higher % means a stronger effect; in the data active = inhibition above about 50%; also: strong numbers were not always called active
GPR55 activation – GPR55 agonists via beta-arrestin recruitment, primary screen, imaging, U2OS cells, beta-arrestin-GFP redistribution (AID 1961). U2OS GPR55 beta-arrestin-GFP redistribution imaging; higher % means a stronger effect. activation, % at 10 µM, or EC50 in µM where a hit was titrated. 290,000 compounds, 0.048% hits;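 active = activation above 40% with more than 50 cells counted in the well; inconclusive = wells holding fewer than 50 cells, flagged as toxic or sparse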;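 also: U2OS osteosarcoma cells stably expressing GPR55 and beta-arrestin-GFP; plate controls were DMSO negative control for no effect and LPI positive control for full effect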
KOR beta-arrestin-2 – KOR agonists, beta-arrestin recruitment, primary screen, cell-based, luminescence, uHTS (AID 1777); KOR beta-arrestin recruitment, luminescence; higher % means a stronger effect; activation, % at 10 µM, or EC50 in µM where a hit was titrated; 280,000 compounds, 0.02% hits; in the data active = activation above about 50%, passing the limit was not always enough; also: a part of the inactive calls stands beside numbers as strong as those of hits
GPR55 antagonists – inhibition of LPI-stimulated GPR55 beta-arrestin translocation – imaging, U2OS, beta-arrestin-GFP, LPI agonist, primary screen (AID 2013); one-dose inhibition, % at 10 µM; IC50 in µM for titrated hits; 290,000 compounds, 0.13% hits; U2OS GPR55 beta-arrestin-GFP translocation imaging, LPI antagonism; higher % means a stronger effect;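 active = spots per cell inhibited over 60%, with over 100 cells counted and total cytoplasm intensity under 500,000; inconclusive = wells with under 100 cells, flagged as likely toxic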;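 also: U2OS cells stably carrying GPR55 and arrestin-GFP stimulated by 5 µM LPI near EC80; imaged beta-arrestin-GFP aggregate spots per cell after agonist stimulation; plate controls were LPI-stimulated DMSO wells for no effect and DMSO wells without LPI for full effect; some results filed as inactive read as strong as hits; confirmed hits need IC50 under 10 µM and bright autofluorescent wells are also inconclusive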
NS5 inhibitors – Dengue-2 NS5 methyltransferase inhibitors, primary screen, biochemical, confirmation dose response (AID 588689); inhibition, % at 25 µM, or IC50 in µM where a hit was titrated; 340,000 compounds, 0.3% hits; Dengue-2 NS5 methyltransferase capping enzyme assay, biochemical; higher % means a stronger effect; in the data active = a potency from the dose series; inconclusive = inhibition above about 29% without an active follow-up result
NS5 inhibitors pilot replicate – recorded beside NS5 inhibitors, whose call it bears; inhibition, %; measured here: pilot screen replicate inhibition
Starred values were filed as active, the others as inactive; ? = inconclusive; . = no result given; [ ] = dose if it differs, or a comment. This is a subset (hit frequency here may not be typical).

SMILES | NOD1 inhibition | HIV fusion peptide | West Nile virus CPE | GPR35 antagonists | KOR beta-arrestin-1 | GPR55 activation | KOR beta-arrestin-2 | GPR55 antagonists | NS5 inhibitors | others
CC1CN(S(=O)(=O)c2cccc(C(=O)Nc3ccc(S(=O)(=O)Nc4ncccn4)cc3)c2)CC(C)O1 (centres undefined) | -24% | 0.3% | -0.3% | -10% | 2% | 0.1% | -2.9% | 8% | -9%
O=C(O)CC1(CC(=O)NCc2cc(F)cc3c2OCOC3)CCCCC1 | 3% | -2.4% | 0.5% | 1% | 40% | -0.1% | 8.3% | -3% | -8%
Cc1cccn2c(=O)c(C=NCc3ccco3)c(Nc3ccc(SC(F)F)cc3)nc12 | 38% | 1.6% | -0.7% | -8% | -12% | 0.0% | 4.1% | 17% | -6%
COc1cc(OC)cc(-c2ncc3ccccn23)c1 | -35% | 12% | 0.4% | -6% | -1% | 0.4% | -5.6% | -14% | -5%
CCOc1ccc(S(=O)(=O)Nc2cc(C)ccn2)c2ccccc12 | 5% | 1.7% | 0.2% | -5% | 6% | -0.1% | -0.4% | 5% | 3%
N#CCCn1cc(CNCc2ccccc2)c(-c2cccc([N+](=O)[O-])c2)n1 | -11% | 1.9% | 0.0% | -2% | -45%[20 µM] | -0.1% | -1.1% | 6% | -3%
COc1ccc(OCC(=O)N2CCN(C(=O)c3cccs3)CC2)cc1 | -25% | 0.3% | . | -17% | -5% | 0.4% | 2.4% | -6% | -9%
COC(=O)c1ccc(OCC(=O)NC(C)(C)C)cc1 | 11% | 1.0% | 0.3% | 0% | -9% | -0.4% | -4.8% | -13% | -7%
CCOc1ccc(-n2c(=O)[nH]cc(C(=O)N3CCCc4ccccc43)c2=O)cc1 | 7% | -2.0% | ? | 0% | -14% | -0.1% | 2.0% | 0% | -8%
Cn1nc(-c2ccccc2)c2nc3ccccc3nc21 | -39% | 0.8% | 1.4% | 7% | 3% | 0.3% | 6.8% | -15% | ?
COc1cc(O)c(C(CCN2CCCC2)c2ccc3c(c2)OCO3)c(OC)c1 (centres undefined) | -11% | 0.2% | -0.5% | 21% | 9% | 0.7% | 2.4% | 12% | -1%
CCc1nc(SCC(=O)Nc2c(C)n(C)n(-c3ccccc3)c2=O)n[nH]1 | -4% | 1.2% | -0.1% | 27% | 10% | 0.8% | -0.9% | 15% | .
Cc1ccc(S(=O)(=O)N2CCOCC2)cc1NC(=O)CSc1cccc[n+]1[O-] | -1% | 0.9% | -0.2% | 10% | -9% | -0.2% | -0.5% | 6% | -1%
Cc1cc2c(cc1C)C(c1ccccc1OC(C)C)CC(=O)N2 (centres undefined) | -2% | 1.8% | 0.5% | 8% | -42% | -0.1% | -1.7% | -6% | -3% | NS5 inhibitors pilot replicate=-3.4
O=CNCCCc1nc2ccccc2n1Cc1ccccc1 | 8% | -0.8% | -0.4% | 12% | 3% | -0.2% | 3.9% | 4% | -10% | NS5 inhibitors pilot replicate=-5.2
Cc1ccc(O)c(C(=O)c2coc(=N)c(C(=O)NC(C)C)c2)c1 | 9% | -0.4% | 0.0% | -14% | -41% | -0.2% | 2.5% | -18% | -14% | NS5 inhibitors pilot replicate=-8.1
CN1CCN(C(=O)c2cc(=O)c3cc(Cl)cc(Cl)c3o2)CC1 | -10% | 0.4% | -0.3% | -11% | -23% | -0.1% | -6.2% | 5% | 0%
Cc1cc2cc(C)c3nnc(SCC(=O)N4CCc5ccccc54)n3c2cc1C | 13% | 0.9% | -0.1% | 5% | -44% | -0.2% | 2.0% | -13% | .
NC(=O)NCc1cccs1 | -36% | -1.1% | 0.3% | 3% | -17% | 0.6% | -2.2% | -15% | -4%
Cc1ccc(C(=O)O/N=C2/CC3CCC2(C)[C@@]3(C)CBr)cc1 (some centres undefined) | 3% | -0.7% | -0.4% | 3% | 12% | 0.5% | -2.0% | 7% | 3%
COc1ccc(-c2csc(Nc3cc(C)ccn3)n2)cc1OC | -18% | -0.5% | -0.4% | 10% | -26% | 0.8% | -4.1% | -4% | .
Cc1cc(C)nc(SCC(=O)Nc2ncc(C(F)(F)F)cc2Cl)n1 | -29% | -0.5% | -0.2% | 8% | 28% | -0.1% | -6.5% | 9% | -2%
CC1(C)CC(=O)C2=C(C1)NC(SCC(N)=O)=C(C#N)C21CCCCC1 | -7% | -0.5% | -0.1% | 14% | -20% | 0.0% | 2.9% | -4% | -5%
Cc1c(C)n(CCc2ccccc2)c2ncnc(NCCO)c12 | -12% | 1.3% | 0.5% | -15% | -38% | -0.1% | 4.0% | 2% | -7%
Cc1c(C)c2ccc(OC(C)C(=O)NCCCn3ccnc3)c(C)c2oc1=O (centres undefined) | 2% | -1.1% | -0.2% | -8% | -37% | 0.1% | -1.4% | -14% | -12%
CCSCCOC(=O)C1=C(C)N(C)C(=O)NC1c1cc(OC)ccc1OC (centres undefined) | 8% | 0.3% | 0.1% | 2% | 10% | -0.2% | 0.1% | -5% | -7%
COc1cccc2sc(N(CCN(C)C)C(=O)c3ccc(S(=O)(=O)N4CCCC4)cc3)nc12 | 0% | 0.7% | -0.3% | -1% | -46% | 0.4% | 3.4% | 3% | 0%
CCc1ccc(-c2cc3c(=O)n(CC(=O)NCCCN4CCN(C)CC4)ncn3n2)cc1 | -30% | 0.5% | -0.6% | -11% | -24% | 0.3% | 7.6% | 6% | -4%
COc1ccccc1OCc1nc2ccccc2n1C | -6% | 0.0% | 0.4% | -4% | 24% | 0.2% | -3.0% | -4% | -8%
Cc1cc(C)cc(NC(=O)CSc2nnc(CNC(=O)c3ccco3)o2)c1 | -8% | -0.6% | 0.5% | 16% | -12% | 0.0% | -5.0% | 2% | -3%
O=C(CN1CCOCC1)N1CCN(c2ccc([N+](=O)[O-])cc2)CC1 | -19% | -0.6% | -0.8% | 21% | 7%[20 µM] | -0.1% | . | 5% | -13%
O=C(Nc1ccc(Br)cc1)C1CCN(C(=O)c2ccco2)CC1 | 12% | 0.9% | -0.4% | 10% | -6% | -0.2% | 6.4% | 2% | -2%
C=CCSC1=N/C(=C\C=C\c2ccco2)C(=O)S1 | 35% | 1.1% | 0.1% | -4% | 2% | 0.2% | 28% | 1% | 38%
Cc1ccc(S(=O)(=O)c2cc3ccccc3oc2=Nc2ccc3c(c2)OCCO3)cc1 | -6% | 0.4% | 1.6% | -1% | -33% | 0.7% | -1.7% | 5% | -2%
NS(=O)(=O)c1ccc(CCn2c(=S)[nH]c3ccc(F)cc3c2=O)cc1 | -15% | 1.1% | -1.4% | 18% | -41% | -0.5% | -0.7% | 6% | -9%
C/C(=C\C(=O)c1ccccc1)NNc1nc2ccccc2s1 | -19% | -2.0% | 0.1% | -5% | -16% | -0.1% | 6.6% | -4% | -10%
CC(=O)Nc1nc(=O)c2ccccc2s1 | -26% | -2.3% | 0.2% | -5% | 14% | -0.1% | -2.5% | 3% | -10%
O=C(CCc1ccccc1)Nc1ccc(F)c([N+](=O)[O-])c1 | -24% | -2.5% | -0.6% | -2% | -19% | 1.3% | -2.5% | 6% | -5%
CC/C(=N\NC(=O)c1ccoc1C)c1ccc(C)o1 | 25% | -4.0% | -0.3% | 12% | -40% | 0.0% | 5.0% | -3% | -1%
Cc1cc(C)cc(S(=O)(=O)c2cn(C)c3cc(N4CCN(C)CC4)c(F)cc3c2=O)c1 | -26% | 0.5% | -0.8% | 17% | 23% | 0.2% | -0.8% | 8% | -4%
Cc1nc(=O)c(-c2ccccc2)c(C)n1CC1CCCO1 (centres undefined) | 34% | 5.0% | 0.3% | -9% | 6% | 0.8% | 9.4% | 0% | -11%
NC12CC3CC(C1)CC(CC(=O)O)(C3)C2 | -15% | 1.8% | 0.1% | -8% | 9% | 0.0% | -1.7% | 5% | -7%
COc1ccccc1CNC(=O)COC(=O)Cc1ccc(Cl)cc1 | -4% | 1.8% | -0.3% | -5% | -16% | -0.1% | 0.3% | -8% | -2%
CCOC(=O)CSc1nc2ccccc2c(=O)n1CC1CCCO1 (centres undefined) | 11% | -0.3% | 0.7% | 7% | -14% | -0.1% | 0.8% | 5% | -7%
N=c1n(CCN2CCCCC2)c2ccccc2n1CC(O)c1ccco1 (centres undefined) | -1% | -1.1% | -0.1% | 0% | . | -0.1% | . | 1% | 7%
CC(C)COc1ccc(C(=O)OCCN2CCCCC2)cc1 | 1% | 1.1% | 0.4% | 18% | -9% | 0.0% | -1.0% | -1% | -7%
CC(c1ccon1)N(C)C(=O)c1ccc(OC2CCN(C(=O)C3CC3)CC2)cc1 (centres undefined) | -24% | -1.8% | -0.5% | 12% | -15% | 0.2% | -2.6% | 13% | -4%
COc1ccccc1CCC(=O)Nc1ccc(C)cc1Cl | -36% | 2.3% | -0.8% | -8% | 20% | -0.3% | -0.5% | 2% | 7%
CCOC(=O)c1ccccc1NC(=O)c1cccc(F)c1 | -22% | -2.8% | 0.4% | 2% | 21% | -0.1% | -3.9% | 12% | -2%
COc1ccc(C(NC(=O)/C=C/c2ccco2)c2ccc(OC)c(OC)c2)cc1OC | -31% | 21% | 0.5% | 5% | 29% | 0.0% | 7.2% | 1% | 1%

Further compounds.
SMILES | NOD1 inhibition | HIV fusion peptide | West Nile virus CPE | GPR35 antagonists | KOR beta-arrestin-1 | GPR55 activation | KOR beta-arrestin-2 | GPR55 antagonists | NS5 inhibitors | others
CCC(C)c1ccccc1OCC(=O)NN1C(=O)c2ccccc2C1=O (centres undefined) | 3% | 0.2% | 0.4% | -9% | -55%[20 µM] | -0.2% | 5.5% | 10% | -9%
CCOC(=O)c1ccc(NS(=O)(=O)c2c(C)[nH]c(C)c2C(=O)N2CCCCC2)cc1 | -14% | -0.5% | 0.5% | 19% | 0% | -0.3% | 5.8% | -13% | -3%
Cc1c2c(n3c(nc4ccccc43)c1C#N)N(CCN1CCOCC1)CC2 | -35% | 22% | 0.0% | 10% | -18%[20 µM] | 0.5% | . | 2% | -1%
Cc1cccc(NC(=O)CN(C)S(=O)(=O)c2cccc3nsnc23)c1C | 8% | 0.5% | -0.6% | 0% | -6% | 0.1% | 0.0% | 1% | 0%
CC(C)c1nnc(SCC(=O)NCc2ccc3c(c2)OCO3)n1C | -23% | -0.3% | 1.5% | 3% | -16% | 0.2% | -4.8% | -2% | -2%
CSC(=Nc1cccc(C)c1)NC#N | -16% | -3.2% | -0.9% | 4% | 13% | 1.1% | 9.1% | -8% | -4%
CCCCCn1c(NC2CCCCC2)nc2c1c(=O)[nH]c(=O)n2C | 1% | -1.0% | 0.0% | -12% | 0% | 0.6% | -1.0% | 0% | -4%

Screens from PubChem.
